# Compound activity: PubChem BioAssay, several laboratories
# hcDAF-12 act = H. contortus DAF-12 nuclear receptor activators, primary screen, cell-based, luminescence, HEK293, lit1-tk-luc reporter; activation, % at 6.8 µM; HEK293 hcDAF-12 lit1-tk-luc reporter; 0% DMSO, 100% Δ7-dafachronic acid; hit rate 1.4% among 370,000;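 active = activation above the mean of all tested compounds plus 3 SD, cut at about 5.5% in these data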;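 note: 100% = response to 3 µM Δ7-dafachronic acid high control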
# FXN GAA850 act = FXN promoter activators, primary screen, cell-based, luciferase luminescence, HEK293 lucGAA850; HEK293 lucGAA850 FXN promoter luciferase reporter, 24 h; percent of 10 µM SAHA response; activation, % at 6 µM; hit rate 0.56% among 360,000; AID 540364, 2011;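 active = activation above the average of all compounds screened plus 3 SD, cutoff fixed separately per campaign, cut at about 7.5% in these data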;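 note: 0% = DMSO wells and 100% = 10 µM SAHA wells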
# PLC-beta3 inh = human PLC-beta3 inhibitors, primary screen, biochemical, fluorescence; Purified PLC-beta3, fluorogenic substrate; inhibition, % at 12.2 µM; hit rate 0.18% among 370,000; AID 720704, 2013; in the data active = inhibition above about 11%;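 note: 0% = median of compound wells on plate and 100% = full blocker control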
# Target sequence (Q01970 whole entry, looked up): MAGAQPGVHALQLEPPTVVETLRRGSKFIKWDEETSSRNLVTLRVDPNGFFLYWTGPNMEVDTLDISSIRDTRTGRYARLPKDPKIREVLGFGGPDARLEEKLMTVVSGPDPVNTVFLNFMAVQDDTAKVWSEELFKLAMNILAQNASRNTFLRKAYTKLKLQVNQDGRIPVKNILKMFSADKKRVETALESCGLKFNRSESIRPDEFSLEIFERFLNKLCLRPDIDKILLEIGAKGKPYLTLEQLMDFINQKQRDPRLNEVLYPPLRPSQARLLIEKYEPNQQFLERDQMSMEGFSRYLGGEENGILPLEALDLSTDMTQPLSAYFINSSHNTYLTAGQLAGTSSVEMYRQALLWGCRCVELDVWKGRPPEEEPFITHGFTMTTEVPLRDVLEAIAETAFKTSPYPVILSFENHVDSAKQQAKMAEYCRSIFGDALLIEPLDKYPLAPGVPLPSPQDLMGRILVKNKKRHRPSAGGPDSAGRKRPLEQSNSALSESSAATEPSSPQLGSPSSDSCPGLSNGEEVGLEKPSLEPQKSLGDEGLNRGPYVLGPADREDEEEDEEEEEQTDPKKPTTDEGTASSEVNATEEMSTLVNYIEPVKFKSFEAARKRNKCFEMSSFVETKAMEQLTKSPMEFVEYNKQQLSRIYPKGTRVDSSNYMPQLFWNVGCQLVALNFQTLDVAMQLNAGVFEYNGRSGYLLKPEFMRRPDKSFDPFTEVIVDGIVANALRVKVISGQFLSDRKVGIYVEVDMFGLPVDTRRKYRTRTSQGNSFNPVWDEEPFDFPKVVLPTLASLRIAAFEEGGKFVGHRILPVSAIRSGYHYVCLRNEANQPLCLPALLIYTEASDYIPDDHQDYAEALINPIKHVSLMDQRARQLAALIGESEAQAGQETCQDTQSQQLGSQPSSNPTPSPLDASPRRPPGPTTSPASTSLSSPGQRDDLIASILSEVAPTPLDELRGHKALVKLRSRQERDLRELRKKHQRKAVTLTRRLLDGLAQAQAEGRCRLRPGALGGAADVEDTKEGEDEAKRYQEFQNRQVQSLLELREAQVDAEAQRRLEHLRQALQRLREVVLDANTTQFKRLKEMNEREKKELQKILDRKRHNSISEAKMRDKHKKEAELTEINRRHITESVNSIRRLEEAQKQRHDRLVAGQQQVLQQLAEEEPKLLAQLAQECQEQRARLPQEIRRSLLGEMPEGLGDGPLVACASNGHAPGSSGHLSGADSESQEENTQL
# ssDAF-12 act = S. stercoralis DAF-12 nuclear receptor activators, primary screen, cell-based, luminescence, HEK293, GRIP1 co-expression, lit1-tk-luc. HEK293 ssDAF-12/GRIP1 lit1-tk-luc reporter; % of 3 µM dafachronic acid response. hit rate 1% among 370,000. AID 652126, 2013. Nuclear hormone receptor DAF-12 (Strongyloides stercoralis). activation, % at 6.8 µM;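 active = activation above the mean over all tested compounds plus 3 SD, cut at about 0.9% in these data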;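 note: 0% = DMSO-only wells and 100% = 3 µM delta7-dafachronic acid wells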
# DAX1 inh-1 = DAX1 (NR0B1) inhibitors, primary screen, cell-based, HEK293, Gal4-DAX1, luciferase luminescence. HEK293 Gal4-DAX1 luciferase reporter. inhibition, % at 6.75 µM. hit rate 0.99% among 340,000. AID 504766, 2011;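 active = inhibition above the mean over all tested compounds plus 3 SD, cut at about 4.2% in these data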;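 note: 0% = DAX1-transfected cells with DMSO and 100% = empty-vector control cells with DMSO; inhibition shows as a rise in luminescence from relieved DAX1 repression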
# Rev-erbA mod = modulators of Rev-erb alpha DNA binding, primary screen, biochemical, FITC-DNA, fluorescence polarization, uHTS. Nuclear receptor subfamily 1 group D member 1 (Homo sapiens), P20393. Rev-erbα–FITC-DNA binding, 90 min. hit rate 0.79% among 370,000. AID 1259318, 2017. activity, % at 10 µM;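 active = activity above about 14%, limit read from the data; passing the limit was not always enough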;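 note: 0% = DMSO wells with 35 nM protein and 100% = DMSO wells with 750 nM protein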
# DAX1 inh-2 = DAX1 (NR0B1) inhibitors on StAR promoter, primary screen, cell-based, luminescence, SF-1 (NR5A1), full-length DAX-1 | HEK293T StAR-luciferase reporter, SF-1/DAX-1 repression relief | inhibition, % at 6.8 µM | hit rate 1.1% among 370,000 | AID 652010, 2013;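 active = inhibition above the mean over all tested compounds plus 3 SD, cut at about 3.6% in these data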;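 note: 0% = DAX-1 cells with DMSO and 100% = cells lacking DAX-1 with DMSO; higher inhibition means more luminescence from relief of DAX-1 repression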
# PG9 Ab binder = binders of HIV-1 gp120 antibody PG9, primary screen, biochemical, TR-FRET; TR-FRET gp120-PG9 antibody binding; inhibition, % at 6.7 µM; hit rate 0.43% among 360,000; in the data active = inhibition above about 8.5%
# hgDAF12 agonist = H. glycines DAF-12 receptor agonists, primary screen, cell-based, luminescence, HEK293, GAL4 fusion, UAS-luciferase; Nuclear hormone receptor DAF-12 (Heterodera glycines), GAL4 fusion; HEK293 GAL4-hgDAF12 UAS-luciferase reporter, agonist luminescence; normalized to butyrate control; activation, % at 6.8 µM; hit rate 1.8% among 370,000; AID 687014, 2013;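 active = activation above a cutoff set at the mean of all screened compounds plus 3 SD, cut at about 10% in these data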;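 note: 0% = DMSO wells and 100% = sodium butyrate wells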
# HGIII-sPLA2 inh = human group III sPLA2 inhibitors, primary screen, biochemical, QFRET, BODIPY PC-A2 liposome substrate; QFRET BODIPY PC-A2 liposome hydrolysis, fluorescence; Group 3 secretory phospholipase A2 (Homo sapiens), Q9NZ20; hit rate 0.56% among 370,000; AID 743126, 2013; inhibition, % at 12.2 µM;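 active = inhibition above mean plus 3 SD of compounds lying within the high and low control bounds, cut at about 19% in these data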;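 note: 0% = median of test compound wells and 100% = no enzyme DMSO wells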
# SMARCA2 act = SMARCA2 (BRM) function activators, primary screen, cell-based, luminescence, high throughput; MG213 cells, MMTV-luciferase reporter, dexamethasone, overnight; activation, % at 9.1 µM; hit rate 1% among 370,000; in the data active = activation above about 7.8%;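 note: 0% = vehicle wells and 100% = reference activator wells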
# * hit, by the source's call; . = not tested or not shown.
structure	hcDAF-12 act	FXN GAA850 act	PLC-beta3 inh	ssDAF-12 act	DAX1 inh-1	Rev-erbA mod	DAX1 inh-2	PG9 Ab binder	hgDAF12 agonist	HGIII-sPLA2 inh	SMARCA2 act
Nc1ncnc2c1ncn2[C@@H]1O[C@H](CNCc2cn(CC(=O)NC3CC3)c3ccccc23)[C@@H](O)[C@H]1O	-0.9	1.4	1.4	-1.1	1.0	4.2	-0.4	-0.3	-1.7	7.3	-2.2
COC(=O)[C@]12C[C@H](CC(=O)NCCCN3CCCC3=O)C(=O)N(Cc3ccco3)C1=C[C@H](COCc1ccccc1)O[C@@H]2C	-2.9	.	0.3	-0.7	.	1.0	-0.8	.	2.9	-0.1	-1.5
c1ccc(-c2cc3c(N4CCCCC4)ncnc3s2)cc1	-0.5	-0.1	-6.1	-0.8	0.6	-6.4	-0.6	-0.3	0.9	2.2	-3.1
COc1ccccc1/C=N/NS(=O)(=O)c1ccccc1	-0.3	-1.6	-3.5	-1.3	-0.1	-5.2	0.3	0.0	-0.5	-2.2	0.1
Cc1cccc(C)c1NC(=O)c1c[nH]c2ccccc12	6.2*	1.1	-2.5	-0.6	0.7	0.4	0.8	-0.9	6.6	-5.2	13.4*
COC(=O)CN(c1nc(C)c(Br)c(OC)n1)S(=O)(=O)c1ccccc1	0.9	2.2	-5.0	-1.3	2.2	-1.2	0.2	-0.5	1.2	-9.4	-2.1
CCc1ccccc1NC(=O)NNC(=O)CCc1ccc(OC)cc1	-1.7	0.5	-3.2	-1.6	1.3	-6.8	-0.1	-0.8	-0.8	-6.5	1.9
Cc1ccc(OCC(=O)Nc2ccc(N3CCCC3)cc2)cc1C	-1.2	-0.3	-6.7	-1.5	0.5	9.2	0.5	-1.0	-2.4	2.7	0.0
CCCCN1C(=O)C(=O)N(CC(=O)Nc2cccc(C(C)=O)c2)C1=O	0.0	0.7	-2.4	-1.0	0.2	-0.6	0.1	1.1	0.2	3.4	1.1
CCOC(=O)N1CCN(C2CCCN(C(=O)c3cccc(Cl)c3)C2)CC1 (centres undefined)	1.7	2.4	-3.0	-1.0	0.7	-0.8	0.1	-1.5	-1.8	-3.8	3.2
Cc1cc2c(cc1C)C(c1cccc(F)c1)CC(=O)N2 (centres undefined)	-1.4	0.8	-8.3	-1.3	0.5	5.1	-0.7	0.8	-1.5	-0.6	-1.1
O=C(c1ccncc1)N1N=C(C2CC2)CC1(O)C(F)(F)F (centres undefined)	0.2	1.2	3.1	-1.0	1.2	1.9	0.1	-0.3	-1.3	5.7	-0.8
O=C(CSc1nc2ccccc2s1)Nc1nccs1	0.3	1.0	2.0	-1.8	0.3	5.8	0.5	0.0	-1.9	-13.2	-1.8
Cn1c(N)c(C(=O)CSc2nc3ccccc3c(=O)n2Cc2ccccc2)c(=O)n(C)c1=O	0.3	1.2	5.4	-0.7	-1.0	13.3	-0.5	0.1	2.1	7.7	-1.7
CCOc1ccc(C(=O)CC(NCc2cccs2)C(=O)O)cc1 (centres undefined)	0.3	2.7	-3.5	-1.1	0.5	0.0	-0.8	-1.4	-2.1	-1.2	0.7
Cc1ccc(C)c(C(=O)CSc2n[nH]c(C(C)C)n2)c1	-3.2	-1.0	0.2	-1.1	0.2	-3.6	0.9	-0.1	-0.8	-15.7	-2.6
Cc1cc2nc(C3CCCN(C(=O)NCc4ccccc4)C3)[nH]c2cc1C (centres undefined)	0.4	0.5	-0.7	0.1	0.9	3.7	1.3	-0.9	5.0	-5.6	2.0
C=CCn1c(SCc2c(C)noc2C)nnc1C1COc2ccccc2O1 (centres undefined)	-3.1	1.1	-0.1	-1.2	1.9	-5.2	0.0	-0.6	-0.2	-11.1	-2.1
CN(C)c1ccc(S(=O)(=O)NCC(=O)NCCOc2ccccc2F)cc1[N+](=O)[O-]	-1.0	1.6	-2.2	-0.7	-0.8	2.5	-1.3	0.1	-0.3	-1.9	2.0
C#CCNC(=O)C1=C[C@H](C2CCCCC2)C[C@H](OCc2ccc(CO)cc2)O1	-0.3	2.6	-1.1	-1.3	0.9	-2.9	0.2	0.8	5.1	-6.8	1.5
CCOc1ccc(NC(=O)CN(C)C(=O)C(C)N2C(=O)c3ccccc3C2=O)cc1OCC (centres undefined)	-0.2	0.4	-4.7	-0.5	0.2	6.7	-0.6	-2.1	3.3	0.4	0.9
O=C(c1ccco1)N1CCN(CCCCN2C(=O)c3ccccc3C2=O)CC1	0.0	1.5	0.3	-2.0	-1.6	-1.8	0.4	1.2	-2.5	7.3	-3.0
COc1ccc(CC(=O)n2nc(-c3ccccc3)nc2NCc2ccco2)cc1	-0.8	1.1	-2.7	-1.0	0.5	-1.8	0.1	1.2	7.5	-3.3	-0.3
Cc1ccc(C)c(NC(=S)NCC(c2ccccc2)N(C)C)c1 (centres undefined)	1.2	-0.2	-5.3	-1.9	-0.3	1.2	0.0	0.1	-2.3	11.3	3.8
COc1cccc(CN(C(=O)c2cc3ccccc3oc2=O)C2CCS(=O)(=O)C2)c1 (centres undefined)	1.1	0.0	-7.3	-1.1	1.2	3.1	2.0	-1.1	1.7	-0.4	3.0

# Three structures out of the list, arranged by formula weight, high to low.
structure	hcDAF-12 act	FXN GAA850 act	PLC-beta3 inh	ssDAF-12 act	DAX1 inh-1	Rev-erbA mod	DAX1 inh-2	PG9 Ab binder	hgDAF12 agonist	HGIII-sPLA2 inh	SMARCA2 act
COc1cccc(CN(C(=O)c2cc3ccccc3oc2=O)C2CCS(=O)(=O)C2)c1 (centres undefined)	1.1	0.0	-7.3	-1.1	1.2	3.1	2.0	-1.1	1.7	-0.4	3.0
COc1ccc(CC(=O)n2nc(-c3ccccc3)nc2NCc2ccco2)cc1	-0.8	1.1	-2.7	-1.0	0.5	-1.8	0.1	1.2	7.5	-3.3	-0.3
CCCCN1C(=O)C(=O)N(CC(=O)Nc2cccc(C(C)=O)c2)C1=O	0.0	0.7	-2.4	-1.0	0.2	-0.6	0.1	1.1	0.2	3.4	1.1

# Carrying on:
structure	hcDAF-12 act	FXN GAA850 act	PLC-beta3 inh	ssDAF-12 act	DAX1 inh-1	Rev-erbA mod	DAX1 inh-2	PG9 Ab binder	hgDAF12 agonist	HGIII-sPLA2 inh	SMARCA2 act
CCOC(=O)Cc1csc(Nc2ccc(Cl)cc2)n1	-1.0	2.6	3.6	-1.0	-0.6	1.9	0.2	0.8	1.0	-11.2	-0.1
CCn1c(CC(=O)Nc2ccc(C)cc2)nnc1SCC(=O)N1CCN(c2ccccc2)CC1	-2.7	-0.9	3.3	-1.4	-1.6	-7.3	-0.2	-0.3	-0.5	-8.9	-0.1
CC(CC(=O)OCC(=O)Nc1ccc2[nH]c(=O)[nH]c2c1)c1ccccc1 (centres undefined)	-1.7	1.8	-30.3	-0.4	1.7	5.8	2.6	0.1	1.0	-16.1	-1.8
COCC(=O)N(C)c1nnc(-c2cnccn2)s1	-0.4	1.3	-50.8	-0.9	-2.2	-3.2	0.2	0.7	0.6	5.2	-5.6
CCOc1ccc(NC(=O)COc2ccc(C(=O)NCc3cccnc3)cc2OC)cc1	-1.4	0.3	3.7	-0.9	0.7	-4.7	-1.4	-1.8	-1.8	-4.0	-1.3
O=C1C2C3C=CC(C4CC34)C2C(=O)N1Cc1ccccc1 (centres undefined)	-0.9	0.7	-1.2	-1.4	1.7	-7.2	0.3	-0.4	0.7	2.0	0.8
CC1(C(=O)NS(=O)(=O)c2cccc(F)c2)CCN1C(=O)c1ccccc1CCc1ccccc1 (centres undefined)	2.4	-2.2	6.7	-1.1	.	-0.4	1.2	3.3	-2.9	-12.1	-5.9
COc1cccc(C2CC(=O)Nc3cc(C)c(C)cc32)c1 (centres undefined)	-0.7	-3.8	1.5	-1.5	1.5	5.0	-1.2	-0.5	-1.2	-11.7	-1.3
COc1ccc(CCNC(=O)CCN2C(=O)[C@@H]3Cc4ccccc4CN3C2=O)cc1OC	-3.3	-2.0	-2.6	-0.7	0.6	6.0	-0.3	0.3	-2.3	3.9	3.7
COc1cccc(CN2CCN(C(=O)C3CCC(=O)N(C4CCCC4)C3)CC2)c1 (centres undefined)	-0.2	0.1	-6.1	-1.3	-0.1	8.4	0.0	-0.2	-2.0	8.8	-3.4
CC(=O)NS(=O)(=O)c1ccc(NC(=O)COc2cccc3c2OC(C)(C)C3)cc1	-0.7	-0.5	-8.2	-0.1	0.0	-2.8	2.0	0.1	0.6	-3.0	1.0
COc1cccc(C(=O)NC(=O)Nc2cc(C)[nH]n2)c1	4.4	5.6	-5.2	-0.5	8.1*	2.1	3.2	1.1	14.9*	-0.9	4.8
Cc1cc(C)c(NC(=O)c2cn3c4c(c(N5CCN(C)CC5)c(F)cc4c2=O)OCC3C)c(C)c1 (centres undefined)	-1.9	-3.6	-157.0	-1.5	-1.7	10.3	0.2	-0.7	-0.1	-14.1	-1.3
Cc1cc2c(cc1S(=O)(=O)N1CCN(c3cccc(C(F)(F)F)c3)CC1)OCC(=O)N2	2.3	3.8	-3.5	-0.6	-0.3	4.5	-0.4	-1.3	-0.1	-5.1	-1.5
Cn1c(=O)n(Cc2ccc(Cl)cc2)c2ccccc21	-0.1	2.4	-0.4	-1.5	-1.1	-1.6	0.1	-0.1	-2.3	-6.7	-1.2
Cc1cc(Cl)cc(Br)c1OCCCN1C(=O)NC(C)(C)C1=O	-2.8	-1.2	-4.8	-1.5	-0.2	3.2	-0.7	0.4	-3.3	-4.9	-2.5
CNCc1ccccc1OCC(=O)Nc1ccccc1OC	2.3	5.4	-0.5	-0.9	0.8	3.1	-0.1	-0.1	-2.4	5.2	1.7
COc1ccc(S(=O)(=O)CCC(=O)N2CCN(c3cccc(Cl)c3)CC2)cc1	-1.6	0.3	-11.1	-0.7	-0.6	7.8	-0.3	1.0	2.2	5.0	-1.4
CCN(CC)c1ccc(NC(=O)CSc2nc3ccccc3c(=O)n2-c2ccc(C)cc2)cc1	-3.2	.	8.5	-0.6	.	-3.9	-2.3	.	2.9	28.2*	-5.2
Cc1cccc(NCc2ccc([N+](=O)[O-])s2)c1	0.2	0.5	-9.6	-0.8	-0.5	4.6	-1.2	-3.1	0.9	7.7	6.5
Cn1c(=O)n(C)c2cc(NS(C)(=O)=O)ccc21	-0.3	3.0	4.4	-0.2	0.9	3.6	-0.2	5.0	2.4	-4.4	0.2
